CRFBP-R2 agonist: CRF-BP/CRF-R2 complex agonism; actives 0.46% (n = 350,000); activation, % at 13.2 µM; AID 588473; HEK293 CRF-R2/CRF-BP, calcium dye fluorescence (FLIPR); percent of saturating CRF peptide response;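 active means activation of at least 50%, plus an integration ratio under a set limit after plate pattern correction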;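 further: plate controls were neutral control wells without compound for no effect and CRF at EC100 for full effect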
M5 ag: CHRM5 agonism in calcium assay | P08912 | CHO-K1 hM5 cells, Fluo-8 calcium fluorescence; 0% DMSO wells, 100% maximal acetylcholine response | activation, % at 3 µM | actives 0.19% (n = 360,000) | AID 624037;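 active means activation above the run's mean over test compounds plus 3 SD, cut at about 23% in these data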;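 further: signal is peak over basal fluorescence ratio across the kinetic read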
Target sequence (P08912 whole entry, looked up): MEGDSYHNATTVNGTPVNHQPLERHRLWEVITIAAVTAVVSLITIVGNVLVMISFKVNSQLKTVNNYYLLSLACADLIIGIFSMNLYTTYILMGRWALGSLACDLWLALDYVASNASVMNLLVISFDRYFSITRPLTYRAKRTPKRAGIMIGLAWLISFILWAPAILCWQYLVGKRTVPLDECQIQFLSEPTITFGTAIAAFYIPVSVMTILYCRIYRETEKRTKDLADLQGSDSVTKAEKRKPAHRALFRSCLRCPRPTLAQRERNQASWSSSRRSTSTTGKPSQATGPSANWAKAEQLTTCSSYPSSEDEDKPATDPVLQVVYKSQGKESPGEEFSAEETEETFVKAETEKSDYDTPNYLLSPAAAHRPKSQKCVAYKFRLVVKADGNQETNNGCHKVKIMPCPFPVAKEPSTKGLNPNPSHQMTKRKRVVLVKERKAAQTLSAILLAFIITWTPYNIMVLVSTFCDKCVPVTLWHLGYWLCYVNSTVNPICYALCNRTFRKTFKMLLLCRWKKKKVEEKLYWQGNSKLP
M4 antag: CHRM4 antagonism in calcium assay | CHO-hM4 cells, ACh EC80, Fluo-8 calcium fluorescence | inhibition, % at 3 µM | actives 0.73% (n = 360,000) | AID 624125;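 active means inhibition above its plate's cutoff, the mean inhibition of sample wells plus 3 SD, cut at about 27% in these data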;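 further: 0% = acetylcholine EC80 with DMSO and 100% = DMSO without agonist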
Target sequence (P08173 whole entry, looked up): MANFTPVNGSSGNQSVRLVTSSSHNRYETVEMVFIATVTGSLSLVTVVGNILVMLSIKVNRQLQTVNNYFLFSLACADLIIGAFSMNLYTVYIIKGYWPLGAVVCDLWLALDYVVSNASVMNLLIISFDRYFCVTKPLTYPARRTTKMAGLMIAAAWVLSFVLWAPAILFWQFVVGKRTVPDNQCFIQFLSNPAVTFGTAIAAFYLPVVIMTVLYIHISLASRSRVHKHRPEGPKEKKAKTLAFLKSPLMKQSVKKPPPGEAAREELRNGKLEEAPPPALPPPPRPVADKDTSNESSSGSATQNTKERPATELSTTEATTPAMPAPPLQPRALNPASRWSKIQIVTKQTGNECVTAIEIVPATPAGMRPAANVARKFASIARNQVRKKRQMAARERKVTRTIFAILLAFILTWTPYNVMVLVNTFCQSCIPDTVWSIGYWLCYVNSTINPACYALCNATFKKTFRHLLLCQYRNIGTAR
M5 PAM: potentiates acetylcholine response at human M5 receptor; P08912; CHO-K1 hM5, Fluo-8 calcium, ACh EC20 PAM; 0% = ACh EC20, 100% = ACh EC100; activation, % at 3 µM; actives 0.3% (n = 360,000); AID 624038;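 active means activation above the run cutoff, the mean activation of all test compounds plus 3 SD, cut at about 18% in these data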
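System: CHO-K1 hM5 cells. Reagent: acetylcholine, EC20 level. Compound dosing: single dose, 3 µM nominal final test concentration. Timing: Post-acetylcholine fluorescence recording 140 s. Detection: Fluo-8 calcium fluorescence. Read-out: % activation, ACh-normalized. Benchmarks: ACh EC20 and EC100 wells. Repeats: singlicate, one well per test compound.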
CHRM4 PAM: potentiates acetylcholine response at human M4 receptor; activation, % at 3 µM; actives 0.4% (n = 360,000); CHO-K1 hM4/Gqi5, Fluo-8 calcium fluorescence, ACh EC20; 0% = ACh EC20, 100% = maximal ACh; P08173;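 active means activation above its plate's cutoff, the mean activation of sample wells plus 3 SD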; further: some results filed as inactive read as strong as hits
IDE inh: cellular human IDE inhibition. P14735. HEK cells, FAbetaB cleavage, fluorescence polarization. inhibition, % at 5.59 µM. actives 0.41% (n = 320,000);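 active means percent inhibition above the average of all tested compounds plus 3 SD, set per screening campaign, cut at about 16% in these data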;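 further: IDE supplied by intact live HEK cells; FP after avidin binding of uncleaved biotin substrate so inhibition keeps polarization high; 0% = DMSO wells and 100% = 60 µM reference IDE inhibitor Ii1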
M4 ag: CHRM4 agonism in calcium assay; AID 624127; activation, % at 3 µM; actives 0.14% (n = 360,000); P08173; CHO-K1 hM4/Gqi5, Fluo-8 calcium fluorescence; vehicle 0%, full acetylcholine response 100%;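 active means activation above the run mean over all test wells plus 3 SD, cut at about 32% in these data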;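 further: peak over basal fluorescence ratio per well then scaled between controls; 0% = DMSO wells and 100% = acetylcholine at EC100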
CHRM5 antagonist: CHRM5 antagonism in calcium assay | P08912 | CHO-hM5 cells, Fluo-8 calcium fluorescence, ACh EC80 | inhibition, % at 3 µM | actives 0.59% (n = 360,000);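 active means inhibition above a per-plate cutoff, the mean of that plate's test compounds plus 3 SD, cut at about 27% in these data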;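 further: 0% = acetylcholine EC80 with DMSO and 100% = DMSO without agonist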
CRFBP-R2 block: blocks CRF-induced signaling of the CRF-BP/CRF-R2 complex | actives 0.59% (n = 350,000) | AID 588475 | HEK293 CRF-R2/CRF-BP, CRF-induced calcium fluorescence | inhibition, % at 11.8 µM;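 active means inhibition of the ligand-induced calcium signal above about 50% at the single tested concentration, limit read from the data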
* marks the source's active call; other numbers are inactive results; nt = not tested or not shown. This is a random part of the collection. About 2.9% of those tested had a hit in this group.

Order of values: CHRM5 antagonist, M5 ag, CRFBP-R2 block, M4 ag, CRFBP-R2 agonist, IDE inh, M4 antag, M5 PAM, CHRM4 PAM
#1 COc1cc2c(c(NC(C)=O)c1)N(C(C)=O)CCC2
  7, 4, -13, 0, -0.6, nt, -8, 2, 5
#2 Cc1cc(C)c(C)c(S(=O)(=O)Nc2ccccc2C(=O)NN2CCOCC2)c1C
  -13, 0, 13, 1, -1.1, 0, -15, 6, 15
#3 CC(=O)OC1COC(n2ccc3cc([N+](=O)[O-])ccc32)C(OC(C)=O)C1OC(C)=O (stereo not given)
  0, -7, 11, 2, -0.4, 1, -4, 11, 3
#4 Cc1nn(C(C)C(=O)NCCN2CCCC2)c(=O)c2c1sc1ccccc12 (stereo not given)
  2, -3, -13, 1, 1.0, 0, 1, -8, 5
#5 COc1ccc(NC(=O)C2CCCN2S(=O)(=O)c2ccc3c(c2)CCC(=O)N3)cc1 (stereo not given)
  -3, 2, -4, 1, -1.0, 6, -4, -1, 1
#6 Nc1nnc(SCC(=O)NCCNC(=O)CSc2nnc(N)s2)s1
  6, 3, 22, 1, -1.7, 1, -5, -5, 0
#7 COc1ccc(NC(=O)c2cccc(S(=O)(=O)NCc3ccco3)c2)c(OC)c1
  -4, 3, 4, 1, -0.3, -2, -9, -3, 0
#8 COc1ccc(S(=O)(=O)N2CCOC2CNC(=O)C(=O)NCCc2ccc(OC)c(OC)c2)cc1 (stereo not given)
  13, 3, 4, 14, -0.4, 9, -3, -13, -2
#9 COc1cc(CC(=O)OCC(=O)NCCc2ccc(S(N)(=O)=O)cc2)cc(OC)c1OC
  5, 1, 1, 1, 0.0, -6, -10, 3, 15
#10 Nc1cc(=O)[nH]c(SCC(=O)N2N=C(c3ccc(Cl)cc3)CC2c2ccco2)n1 (stereo not given)
  -8, 0, 5, 0, 0.5, 1, 0, 10, 7
#11 CCOc1ccc(NC(=S)Nc2cc(-c3ccccc3)[nH]n2)cc1
  3, 8, -76, 7, 5.3, 0, 15, -4, 3
#12 O=C(NCc1ccncc1)c1ccc(OCc2ccccc2)cc1
  9, 10, 13, 12, 0.2, -5, -5, -9, -8
#13 Cc1ccc(-c2cc(C(F)F)n3ncc(C(=O)Nc4ccc(S(=O)(=O)Nc5ccccc5C)cc4)c3n2)cc1
  6, -1, -5, 0, 2.1, 6, 2, 1, -3
#14 CCOc1ccccc1C(=O)N/N=C/c1coc2ccc(Cl)cc2c1=O
  0, -2, 12, 2, 0.7, nt, 9, 11, -1
#15 COc1ccc(C(=O)N(C)Cc2ccccn2)cc1OC1CCN(C(C)C)CC1
  17, -8, 16, 1, -2.5, -4, 1, -6, -2
#16 CN(CCCNC(=O)Cn1c(=O)c2cccn2c2ccccc21)Cc1ccccc1
  0, -4, -6, 1, -0.1, 3, -12, 5, 6
#17 Cc1ccc(C)c(NC(=O)CCC(=O)NNC(=O)c2cccc([N+](=O)[O-])c2)c1
  4, 1, 7, 1, -1.2, 0, 5, -4, 0
#18 COC(=O)C1=CN(C)C=C(C(=O)OC)C1c1ccc(O)c(OC)c1
  -9, -3, -11, 0, 1.1, 10, -6, 6, 20
#19 CC1CC(CCC(=O)NC(=S)Nc2ccc(S(N)(=O)=O)cc2)C(=O)O1 (stereo not given)
  5, -4, 29, 1, -6.4, 5, -4, -5, -2
#20 COCCCN1CC(=O)N2C(c3ccc(OC)c(OC)c3)c3[nH]c4ccccc4c3C[C@H]2C1=O (stereo not given in full)
  -3, -2, -11, 2, -0.5, -1, -6, -2, 4
#21 COc1cccc(NC(=O)c2ccccc2SC)c1
  -2, -1, 8, 1, 0.8, 4, -3, 0, 0
#22 CC(=O)NC1=NN(c2ccccc2)C(=O)C1
  -3, -2, 11, 1, -0.2, 2, -6, 1, 6
#23 CCOc1ccc(C(=O)Nc2nnc(S(=O)(=O)N(C)Cc3ccco3)s2)cc1
  6, -2, 20, 3, -0.2, 3, -10, -1, 5
#24 COc1ccc(C)cc1S(=O)(=O)N(C)CC(=O)N1CCCCC1
  8, 0, 9, 1, -2.7, -1, 3, -3, 4
#25 O=C(C1CCCN1S(=O)(=O)c1cccc2cccnc12)N1CCN(c2ccccc2)CC1 (stereo not given)
  15, 3, 17, 4, 0.8, -3, -1, -9, 0
#26 Cn1c(SCC(=O)c2ccc(F)cc2)nnc1-c1ccccn1
  -9, 8, 17, 1, -0.9, 0, 6, 12, -4
#27 COc1cc(CN2CCCC(CO)(Cc3ccccc3F)C2)ccc1O (stereo not given)
  -5, -15, -3, 3, -1.1, 4, -7, 2, 0
#28 CCOC(=O)CCCNC(=O)COC(=O)[C@@H]1CCCN1S(=O)(=O)c1ccc(Cl)cc1
  -4, 0, 0, 1, -6.5, -2, 9, 0, -7
#29 CCNC(=O)c1ccccc1SCc1ccccc1
  6, -4, -4, 0, 0.2, 7, 7, -4, 1
#30 COc1cc(-c2nc3ccc4ccccc4c3c3c2CCC3)cc(OC)c1O
  -3, -7, -3, 4, 0.7, 0, -2, -6, -2

Seven compounds already listed, arranged by the number in M4 ag, lowest first:
cpd | canonical_smiles | CHRM5 antagonist | M5 ag | CRFBP-R2 block | M4 ag | CRFBP-R2 agonist | IDE inh | M4 antag | CHRM4 PAM
1 | COc1cc2c(c(NC(C)=O)c1)N(C(C)=O)CCC2 | 7 | 4 | -13 | 0 | -0.6 | nt | -8 | 5
6 | Nc1nnc(SCC(=O)NCCNC(=O)CSc2nnc(N)s2)s1 | 6 | 3 | 22 | 1 | -1.7 | 1 | -5 | 0
3 | CC(=O)OC1COC(n2ccc3cc([N+](=O)[O-])ccc32)C(OC(C)=O)C1OC(C)=O (stereo not given) | 0 | -7 | 11 | 2 | -0.4 | 1 | -4 | 3
23 | CCOc1ccc(C(=O)Nc2nnc(S(=O)(=O)N(C)Cc3ccco3)s2)cc1 | 6 | -2 | 20 | 3 | -0.2 | 3 | -10 | 5
25 | O=C(C1CCCN1S(=O)(=O)c1cccc2cccnc12)N1CCN(c2ccccc2)CC1 (stereo not given) | 15 | 3 | 17 | 4 | 0.8 | -3 | -1 | 0
11 | CCOc1ccc(NC(=S)Nc2cc(-c3ccccc3)[nH]n2)cc1 | 3 | 8 | -76 | 7 | 5.3 | 0 | 15 | 3
8 | COc1ccc(S(=O)(=O)N2CCOC2CNC(=O)C(=O)NCCc2ccc(OC)c(OC)c2)cc1 (stereo not given) | 13 | 3 | 4 | 14 | -0.4 | 9 | -3 | -2

(continued)
Order of values: CHRM5 antagonist, M5 ag, CRFBP-R2 block, M4 ag, CRFBP-R2 agonist, IDE inh, M4 antag, M5 PAM, CHRM4 PAM
#31 CC(=O)NC1=NN(C(C)=O)C2(CCCC2)S1
  11, 2, 2, 1, -0.5, 4, 8, 3, 2
#32 COc1cc2c(cc1O)C(Cc1ccc(O)cc1)NCC2 (stereo not given)
  1, -4, -4, 0, -0.4, -2, -16, 3, 8
#33 COc1ccc(OCC(O)CNC2CCCC2)cc1 (stereo not given)
  -1, -3, -5, 1, 0.8, nt, 7, 3, 0
#34 COCCn1c(SCC(=O)N2CC(C)OC(C)C2)nc2c([nH]c3ccccc32)c1=O (stereo not given)
  15, -2, 12, 2, -1.4, -3, -1, -4, -6
#35 CCC(=O)c1cn([C@H](CCC(OC)OC)CC(=O)OC(C)(C)C)cc1CC
  10, -1, -8, 0, 0.3, 8, 5, -6, 4
#36 CC(=O)NS(=O)(=O)c1cccnc1Nc1ccc(Cl)c(Cl)c1
  2, -3, -1, 1, -2.5, 0, 1, -2, 5
#37 Cc1ccc(S(=O)(=O)N(C)C)cc1NC(=O)COC(=O)C1CCN(S(=O)(=O)c2cccs2)CC1
  3, 2, -7, 4, 3.7, 4, -3, 4, 2
#38 COc1cccc(-c2cc3nc(-c4ccccc4)cc(N4CCC5(CC4)OCCO5)n3n2)c1
  -3, 4, -15, 9, 2.2, -7, 11, -3, -8
#39 Cn1cc(Br)c(-c2cccc(NC(=O)CCC(=O)O)c2)n1
  2, 0, -2, 1, -1.0, 6, 3, 1, -4
#40 COc1ccc(/C=C/C(=O)NCC(=O)N=Nc2c(O)[nH]c3ccc([N+](=O)[O-])cc23)cc1
  16, -4, 7, 2, -0.1, 0, 0, -6, 3
#41 CCOC(=O)[C@@H]1[C@H]2COc3cc(OC)ccc3[C@H]2N2C(=O)N(c3ccc(Br)cc3)C(=O)[C@]12C
  7, 0, 10, 0, 1.4, 0, 2, -8, 3
#42 CCNc1nc(Oc2ccc(C(=O)OC)cc2)nc(SC)n1
  -5, -3, 15, -1, -1.1, -3, 0, -2, 4
#43 COC(=O)[C@H](CC(C)C)NS(=O)(=O)c1ccc(F)cc1Br
  -10, 1, 5, 1, -0.3, nt, -11, 4, 7
#44 CNC(=O)c1nn(C)c(=O)[nH]c1=O
  6, 6, -8, 1, 2.9, nt, -12, 5, 1
#45 CC1=CC(C)C2C(=O)N(O)C(=O)C2C1 (stereo not given)
  1, -2, 4, 0, -0.4, 0, 13, -2, -5
#46 N#Cc1c2n(c(=S)n(-c3ccc(OC(F)F)cc3)c1=O)CCCCC2
  0, 5, -7, 5, 1.8, 1, -6, 9, 4
#47 N/C(=N\OC(=O)c1cccs1)c1ccc(Cl)cc1
  5, -1, -1, 0, -0.1, 0, 2, -3, -2
#48 Cc1ccccc1NC(=S)N(Cc1ccccc1)Cc1cccs1
  5, -4, 8, 0, 0.3, -2, 2, -3, 8
#49 CCN(CC)CC(=O)Nc1cccc2c1C(=O)c1ccccc1C2=O
  6, -4, -11, 0, -0.6, -1, -10, -4, 0
#50 Cc1ccc(C)c(C(C)NC(=O)C2CC=CCC2C(=O)O)c1 (stereo not given)
  -1, 1, -3, 0, 0.5, -1, -16, 3, 8
#51 Cc1cc(C)c(C#N)c(SCC(O)COc2ccc(Br)cc2)n1 (stereo not given)
  17, -6, 3, 13, -0.8, -2, 10, -16, -21
#52 COc1ccc(NC(=O)CCC(=O)Nc2nnc(C3CCCCC3)s2)cc1
  7, -3, -12, 0, -1.3, -1, 5, -1, 1
#53 Cn1c2c(c(=O)n(C)c1=O)C(c1ccc(Br)cc1)Nc1ccccc1O2 (stereo not given)
  8, -4, -28, 1, -0.1, -1, -6, -1, -1
#54 COc1ccc(NC(=O)c2ccc3c(=O)n4c(nc3c2)CCCCC4)cc1
  6, -3, 6, 4, 1.9, 2, -1, -8, -6
#55 CCCC(=O)N1CCN(c2ccc(NC(=O)C(C)(C)C)cc2Cl)CC1
  0, 3, -18, 1, -1.6, -8, 2, -5, 9
#56 COCCCn1ccc(O)c(Cc2ccc(F)cc2)c1=O
  5, 1, 12, 1, -0.2, -2, 12, -3, 6
#57 Cc1ccc2cc(C(c3nnnn3C3CCCC3)N(Cc3cccnc3)Cc3ccco3)c(=O)[nH]c2c1 (stereo not given)
  7, 0, 20, 4, 0.6, 0, -25, -5, 5
#58 CC(=O)c1ccccc1C(=O)NCc1cccnc1
  5, -3, 9, 1, -3.7, 5, 0, 3, 0

Part of the list above, tab-delimited:
item	SMILES	CHRM5 antagonist	M5 ag	CRFBP-R2 block	M4 ag	CRFBP-R2 agonist	IDE inh	M4 antag	M5 PAM	CHRM4 PAM
55	CCCC(=O)N1CCN(c2ccc(NC(=O)C(C)(C)C)cc2Cl)CC1	0	3	-18	1	-1.6	-8	2	-5	9
40	COc1ccc(/C=C/C(=O)NCC(=O)N=Nc2c(O)[nH]c3ccc([N+](=O)[O-])cc23)cc1	16	-4	7	2	-0.1	0	0	-6	3
58	CC(=O)c1ccccc1C(=O)NCc1cccnc1	5	-3	9	1	-3.7	5	0	3	0
